Mtb UGM inh: M. tuberculosis UGM enzyme inhibitors, primary screen, biochemical, fluorescence polarization, single point. 0.06% of 320,000 active. inhibition, % at 10 µM. UDP-galactopyranose mutase (Mycobacterium tuberculosis (strain ATCC 25618 / H37Rv)), …. AID 504406, 2011. purified UGM, fluorescence polarization probe displacement; in the data active means inhibition above about 10%, passing the limit was not always enough
PfHsp40 rescue: rescue of yeast from PfHsp40 toxicity, primary screen, S. cerevisiae, ATP luminescence. S. cerevisiae expressing PfHsp40, growth rescue. growth rescue, % at 12.5 µM. 0.68% of 340,000 active; in the data active means growth rescue above about 28%, passing the limit was not always enough;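 further: yeast W303a lacking pdr1 and pdr3 grown in galactose medium; growth measured after three days at 30 °C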
BioA inh: M. tuberculosis BioA enzyme inhibitors, primary screen, biochemical, plate reader, single point, HTS; purified M. tuberculosis BioA enzyme; inhibition, % at 9.99 µM; 0.096% of 360,000 active; AID 602481, 2012; in the data active means inhibition above about 40%
FBA Mtb inh: Mtb FBA enzyme inhibitors, primary screen, biochemical, fluorescence, strain H37Rv; purified M. tuberculosis FBA, fluorescence read-out; 2.3% of 360,000 active; inhibition, % at 1 µM; AID 588726, 2011; in the data active means inhibition above about 27%;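 further: 0% = vehicle and 100% = reference inhibitor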
Y pestis TopoI: Yersinia pestis topoisomerase I inhibitors, primary screen, biochemical, cleavage product accumulation, plate reader, single point; DNA topoisomerase I (Yersinia pestis CO92); Y. pestis Topo-I cleavage product accumulation; activity, % at 10 µM; 0.064% of 360,000 active; AID 504884, 2011; in the data active means activity above about 50%, passing the limit was not always enough; further: inactives centre near 2
Vc quorum ag: inducers of Vibrio cholerae quorum light production without autoinducers, primary screen, BH1578 luxS cqsA deficient, single point; V. cholerae BH1578 lux reporter, luminescence, 6 h; activation, % at 18.7 µM; 0.16% of 350,000 active; AID 588436, 2011; in the data active means activation mostly above about 9.7%, no sharp cut-off; further: not every result past the cut was called active; inactives centre near 0; reference of the scale not given here
GDH-TPI counter: GDH-TPI coupling enzyme inhibitors, primary screen, artefact control for M. tuberculosis FBA inhibitor project, biochemical, absorbance, full deck; inhibition, % at 4.8 µM; 1.2% of 360,000 active; GDH-TPI coupled enzyme counterscreen, NADH absorbance; in the data active means inhibition above about 30%;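 further: 0% = DMSO wells and 100% = wells lacking the enzyme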
FadD28 FP inh: inhibitors of FadD28 bisubstrate probe binding, primary screen, biochemical, fluorescence polarization, single point; 0.22% of 360,000 active; inhibition, % at 12.5 µM; Mycobacterium tuberculosis FadD28 fatty-acid-AMP ligase; in the data active means inhibition above about 8.5%, passing the limit was not always enough
TcdB GH inh: TcdB glycohydrolase inhibitors, primary screen, biochemical, single point, plate reader; TcdB glycohydrolase enzymatic assay; 0.24% of 350,000 active; AID 652162, 2013; Toxin B (Clostridioides difficile), P18177; inhibition, % at 9.99 µM; in the data active means inhibition above about 10%
Target sequence (P18177 whole entry, looked up): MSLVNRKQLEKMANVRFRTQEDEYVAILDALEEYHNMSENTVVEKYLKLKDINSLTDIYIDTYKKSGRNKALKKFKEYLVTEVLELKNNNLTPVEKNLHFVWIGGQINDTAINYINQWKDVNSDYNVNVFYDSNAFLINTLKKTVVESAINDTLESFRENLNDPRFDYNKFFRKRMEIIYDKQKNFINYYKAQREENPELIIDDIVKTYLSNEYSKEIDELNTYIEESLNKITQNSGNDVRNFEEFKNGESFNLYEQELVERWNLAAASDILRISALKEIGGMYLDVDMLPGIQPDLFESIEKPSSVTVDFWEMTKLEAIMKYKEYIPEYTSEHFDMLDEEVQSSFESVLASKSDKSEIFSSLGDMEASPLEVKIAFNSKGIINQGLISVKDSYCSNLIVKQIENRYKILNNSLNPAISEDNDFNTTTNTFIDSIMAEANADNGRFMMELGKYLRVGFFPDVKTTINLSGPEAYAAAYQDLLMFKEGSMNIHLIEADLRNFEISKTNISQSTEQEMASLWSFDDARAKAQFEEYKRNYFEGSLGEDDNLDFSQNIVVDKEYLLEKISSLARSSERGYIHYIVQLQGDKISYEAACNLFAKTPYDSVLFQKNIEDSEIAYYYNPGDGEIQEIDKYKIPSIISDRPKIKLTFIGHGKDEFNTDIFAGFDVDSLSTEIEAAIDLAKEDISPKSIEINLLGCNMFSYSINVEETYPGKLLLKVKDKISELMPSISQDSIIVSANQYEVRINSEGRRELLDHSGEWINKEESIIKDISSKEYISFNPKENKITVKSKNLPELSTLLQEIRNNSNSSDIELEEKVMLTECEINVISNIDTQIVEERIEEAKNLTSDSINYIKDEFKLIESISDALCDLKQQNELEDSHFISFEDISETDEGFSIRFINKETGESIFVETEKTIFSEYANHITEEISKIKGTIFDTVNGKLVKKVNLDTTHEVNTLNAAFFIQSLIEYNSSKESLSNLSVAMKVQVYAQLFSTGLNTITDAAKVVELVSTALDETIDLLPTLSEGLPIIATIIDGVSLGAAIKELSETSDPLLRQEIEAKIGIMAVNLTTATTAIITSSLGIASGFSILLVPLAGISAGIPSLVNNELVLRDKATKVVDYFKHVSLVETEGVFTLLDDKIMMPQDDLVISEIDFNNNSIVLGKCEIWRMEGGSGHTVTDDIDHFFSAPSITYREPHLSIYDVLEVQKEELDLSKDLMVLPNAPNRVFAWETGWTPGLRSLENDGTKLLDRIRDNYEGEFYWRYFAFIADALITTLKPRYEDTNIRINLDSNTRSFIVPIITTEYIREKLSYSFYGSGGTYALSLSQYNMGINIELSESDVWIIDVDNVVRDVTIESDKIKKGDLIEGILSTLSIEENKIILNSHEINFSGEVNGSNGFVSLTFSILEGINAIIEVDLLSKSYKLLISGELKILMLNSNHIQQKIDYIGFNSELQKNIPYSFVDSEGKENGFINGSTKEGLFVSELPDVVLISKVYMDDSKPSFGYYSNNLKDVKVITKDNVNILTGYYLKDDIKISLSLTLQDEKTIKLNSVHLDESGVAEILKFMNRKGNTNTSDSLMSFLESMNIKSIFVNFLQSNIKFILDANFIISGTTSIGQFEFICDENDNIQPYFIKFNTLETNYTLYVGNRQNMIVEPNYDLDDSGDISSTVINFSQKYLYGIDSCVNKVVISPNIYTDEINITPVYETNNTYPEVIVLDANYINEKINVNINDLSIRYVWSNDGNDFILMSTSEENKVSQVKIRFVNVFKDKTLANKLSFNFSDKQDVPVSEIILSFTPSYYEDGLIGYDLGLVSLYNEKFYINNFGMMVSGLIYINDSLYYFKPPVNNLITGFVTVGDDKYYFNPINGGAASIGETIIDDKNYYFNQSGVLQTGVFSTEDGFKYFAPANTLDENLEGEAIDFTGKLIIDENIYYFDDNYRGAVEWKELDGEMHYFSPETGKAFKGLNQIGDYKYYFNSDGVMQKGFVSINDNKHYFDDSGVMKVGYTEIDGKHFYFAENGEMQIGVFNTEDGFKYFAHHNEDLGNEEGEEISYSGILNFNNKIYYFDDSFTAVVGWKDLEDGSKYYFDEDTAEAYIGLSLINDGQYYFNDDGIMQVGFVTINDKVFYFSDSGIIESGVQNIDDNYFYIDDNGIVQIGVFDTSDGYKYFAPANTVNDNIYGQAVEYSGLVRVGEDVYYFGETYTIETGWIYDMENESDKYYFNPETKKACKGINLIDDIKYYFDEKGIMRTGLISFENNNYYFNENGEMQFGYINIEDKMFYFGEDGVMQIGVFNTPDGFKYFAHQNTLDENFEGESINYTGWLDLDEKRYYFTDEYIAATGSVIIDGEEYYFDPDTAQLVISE
Starred values were filed as active, the others as inactive; i = inactive; · = not tested or not shown; + = active, no number; & = joins results of further samples.

SMILES | Mtb UGM inh | PfHsp40 rescue | BioA inh | FBA Mtb inh | Y pestis TopoI | Vc quorum ag | GDH-TPI counter | FadD28 FP inh | TcdB GH inh
CN(C)S(=O)(=O)c1cccc(C(=O)OCC(=O)NC2CCCc3ccccc32)c1 (configuration not stated) | 1.0 | -0.2 | -0.1 | 1 | -1 | -0.3 | -14 | -2.8 | 1.2
Cc1ccc(NC(=O)C/C(N)=N/O)cc1C | 2.7 | -1.0 | -2.1 | 1 | -3 | -0.6 | 4 | 0.9 | ·
COC(=O)c1cc(-c2ccc3c(c2)OCO3)nc2ccccc12 | -2.3 | 2.8 | 0.0 | 3 | -5 | · | 4 | -2.9 | ·
CCOC(=O)n1c(=O)[nH]c2ccc(Br)cc21 | 1.6 | 0.0 | · | 1 | 7 | i | -4 | -0.3 | 0.6
CS(=O)(=O)Nn1cnc2ccccc2c1=O | 0.5 | 2.9 | -1.3 | 0 | -4 | i | 5 | -2.8 | ·
CCCCCC[N+](C)(C)CCSSCC[N+](C)(C)CCCCCC | -1.1 | 0.0 | -1.8 | -2 | 8 | 7.1 | -7 | -0.4 | 0.1
O=C(N/N=C/c1ccccc1O)C1SCCCS1 | 0.3 | -0.9 | · | 8 | 7 | i | 10 | -0.6 | -21
CCNc1c(N)c(=O)oc2ccccc12 | 1.7 | -1.6 | 1.0 | 2 | -3 | -0.3 | 18 | -1.9 | ·
Cc1ccc(C(=O)NCC2CCCN2S(=O)(=O)c2ccc(C)cc2)cc1 (configuration not stated) | -3.0 | -0.1 | -0.1 | 2 | 9 | i | 0 | -2.5 | 1.5
COC(=O)c1ccc(CSc2nc3ccccc3c(=O)n2-c2ccccc2)o1 | -1.7 | 1.3 | · | -4 | 19 | i | 12 | -2.4 | ·
CC(C(=O)c1ccc(-c2ccccc2)cc1)[n+]1cccc(Br)c1 (configuration not stated) | 0.4 | -0.4 | -3.3 | 1 | 4 | -0.1 | 1 | -2.6 | 1.2
CC(C)(C)c1ccc(CC(=O)N2CCC2(C)C(=O)NCCC#N)cc1 (configuration not stated) | · | · | -0.6 | -3 | 2 | i | 8 | -1.0 | -1.5
COCCCNC(=O)Cn1nnc(-c2ccc(NC(=O)c3ccc(F)cc3)cc2)n1 | 3.8 | -0.8 | -2.9 | -3 | 0 | -3.7 | 11 | -2.0 | ·
COc1ccccc1NS(=O)(=O)c1cc(NC(=O)c2sccc2C)ccc1N1CCOCC1 | -2.0 | -0.5 | 0.1 | 3 | 12 | -4.8 | 19 | -3.2 | 0.1
COc1ccc(OCCN2CCN(S(=O)(=O)c3ccccc3C#N)CC2)cc1 | · | 0.4 | · | -1 | -10 | 0.0 | 4 | 1.6 | 1.0
COCCn1c(=NC(=O)CSCC(=O)N2CCOCC2)sc2cc(C)ccc21 | 0.0 | 0.6 | -0.9 | -1 | 11 | i | 16 | -4.5 | 1.5
CCC(C)c1ccc(NC(=S)NCc2ccccn2)cc1 (configuration not stated) | -3.8 | 0.2 | 2.0 | -5 | 6 | -0.5 | -3 | -0.1 | -0.1
CCOc1ccc(NC(=O)C2CCC(CNc3c(N4CCCCC4)c(=O)c3=O)CC2)cc1 (configuration not stated) | 1.9 | 0.2 | -0.9 | -4 | 16 | -0.2 | 0 | -0.5 | -0.1
CNC(=O)CN1C(=O)CSc2ncccc21 | -1.7 | 0.1 | -1.5 | 4 | 8 | -0.2 | 7 | 0.3 | -3.0
NNC(=O)c1[nH]c2ccc(Br)cc2c1-c1ccccc1 | 2.4 | 0.1 | · | 6 | 5 | i | 9 | 0.6 | 0.4
Cc1cccc(C)c1NC(=O)CN(C)C(=O)c1ccc(-c2cccc(C(F)(F)F)c2)o1 | 2.0 | 0.6 | -0.8 | 6 | 4 | 0.7 | 12 | -0.8 | 1.6
COC(=O)c1cc(Cl)c(NC(=O)c2cc3ccccc3o2)cc1OC | 4.1 | -0.5 | 17 | 0 | 7 | 2.5 | 19 | -0.6 | ·
O=C(CCNS(=O)(=O)c1ccc(Br)s1)NCc1ccc(F)cc1 | -1.3 | 4.5 | · | -1 | 9 | -0.3 | -3 | -0.2 | 0.9
COc1cc([C@@H]2c3cc4c(cc3[C@@H](O)[C@H]3COC(=O)[C@H]23)OCO4)cc(OC)c1O[Si](C)(C)C(C)(C)C | 2.3 | 21 | 0.5 | 2 | 5 | -0.6 | 6 | -4.7 | 1.3
CC(C)C(NS(=O)(=O)c1cccc2nsnc12)C(=O)NCc1ccco1 (configuration not stated) | -2.2 | 0.6 | -0.5 | 8 | -1 | -0.6 | 4 | -0.9 | 1.7

The list goes on; the last 2 above are carried over.
SMILES | Mtb UGM inh | PfHsp40 rescue | BioA inh | FBA Mtb inh | Y pestis TopoI | Vc quorum ag | GDH-TPI counter | FadD28 FP inh | TcdB GH inh
COc1cc([C@@H]2c3cc4c(cc3[C@@H](O)[C@H]3COC(=O)[C@H]23)OCO4)cc(OC)c1O[Si](C)(C)C(C)(C)C | 2.3 | 21 | 0.5 | 2 | 5 | -0.6 | 6 | -4.7 | 1.3
CC(C)C(NS(=O)(=O)c1cccc2nsnc12)C(=O)NCc1ccco1 (configuration not stated) | -2.2 | 0.6 | -0.5 | 8 | -1 | -0.6 | 4 | -0.9 | 1.7
CCCCN(C(=O)c1cc2ccccc2o1)c1c(N)n(CCCC)c(=O)[nH]c1=O | 1.3 | 0.7 | -1.7 | 2 | -3 | i | 2 | -0.7 | 0.6
CCOc1ccc(N(CC)S(=O)(=O)c2c(C)[nH]c(=O)[nH]c2=O)cc1 | -1.3 | -0.3 | -0.5 | -1 | -4 | -1.2 | 0 | -1.1 | 1.2
NNC(=O)c1ccc(Cn2cc(Br)cn2)cc1 | 0.9 | 1.8 | · | 0 | 8 | -0.4 | -1 | -3.1 | ·
COC(=O)CCCC(=O)N1CCCC(CNS(=O)(=O)c2ccc(OC)cc2)C1 (configuration not stated) | 1.2 | 0.5 | · | 2 | 0 | -0.7 | -8 | -0.8 | 0.5
CCn1c(=O)c(=O)n(CC)c2cc(S(=O)(=O)Nc3ccc(C)cc3)ccc21 | 2.5 | 1.0 | · | 1 | 3 | -0.5 | 14 | -0.7 | 1.9
COc1cc(/C=N/NC(=O)CC#N)cc(Br)c1O | -2.0 | -0.8 | · | + | 3 | i | 15 | -0.9 | -13
CC(NC(=O)c1ccc(Cl)cc1)c1nnc(SCc2ccc([N+](=O)[O-])cc2)n1C (configuration not stated) | 0.6 | 0.4 | · | -2 | 1 | 0.5 | -7 | -4.4 | ·
CC(C)C1CCN(C(=O)C2CCC(=O)N(C3CCCCCC3)C2)CC1 (configuration not stated) | · | · | -0.9 | -2 | 21 | -0.2 | 1 | -1.5 | 0.3
Cc1cc(N/N=C/c2ccccc2O)nc(N2CCOCC2)n1 | 2.6 | 0.2 | · | 4 | -6 | 0.3 | 64* | 2.5 | 3.0
Cc1cc(C)c(CN2CCC(N3CCC(C(=O)NCC4CCCO4)CC3)CC2)cc1C (configuration not stated) | 0.4 | 0.6 | 0.4 | -4 | 0 | 0.9 | 0 | -1.8 | 0.7
Cc1ccc(S(=O)(=O)N2CCCCC2)cc1NC(=O)c1ccccn1 | 1.6 | -0.1 | · | 2 | 11 | -0.5 | 8 | 0.0 | 0.3
Nc1nnc(SCC(=O)N2CCc3ccccc32)n1-c1ccccc1 | -3.4 | -1.1 | · | -2 | -1 | i | -5 | 1.5 | ·
CC(=O)CSc1nnc(-c2cnccn2)n1-c1ccccc1 | · | -0.5 | -1.1 | -1 | 2 | 6.1 | -5 | -2.0 | ·
NC(=O)Nc1ccc(C(=O)N2CCN(S(=O)(=O)Cc3ccccc3)CC2)cc1 | -1.7 | 0.0 | -0.2 | -2 | 3 | i | 3 | -3.9 | -2.1
CCc1nnc(NC(=O)C2CCC(CNc3c(N4CCC(C)CC4)c(=O)c3=O)CC2)s1 (configuration not stated) | -1.4 | 1.3 | -0.5 | 0 | 1 | -0.4 | 9 | -1.2 | 1.3
C[C@H](CO)N1C[C@H](C)[C@@H](CN(C)S(C)(=O)=O)Oc2c(NC(=O)Nc3ccc4c(c3)OCO4)cccc2C1=O | -1.0 | 8.0 | -3.3&-1.0 | -1 | 7 | i | 4 | 1.8 | 0.3&0.8
CCCCNc1c(-c2ccc(OC)c(Sc3ccc(OC)cc3)c2)nc2ccccn12 | 0.5 | 12 | -0.3 | 28* | 2 | -0.4 | 14 | 0.2 | 2.4
O=C(CCN1C(=O)/C(=C\c2ccc(F)cc2)SC1=S)Nc1ccccc1 | 0.7 | 0.5 | -2.8 | 0 | -2 | -0.5 | -3 | -0.4 | 0.7
COC(=O)c1cc(S(=O)(=O)N2CCCC2=O)c(Cl)cc1Cl | 1.4 | -0.4 | 1.1 | -1 | 9 | -0.2 | 18 | 0.7 | 0.3
CCCCC(=O)NC(=S)Nc1ccc(S(=O)(=O)N2CCCC2)cc1 | -1.1 | 0.3 | · | 1 | 4 | -0.3 | 7 | 0.1 | ·
Cc1ccc(-c2nnn(CC(=O)N(CCN3CCOCC3)C(C(=O)NC3CCCC3)c3ccncc3)n2)o1 (configuration not stated) | 0.5 | 1.3 | -3.6 | 6 | 0 | -0.4 | 5 | -1.7 | -2.7
O=C(O)CSc1ncccn1 | -0.8 | 0.8 | · | 3 | 2 | i | 7 | -0.4 | 0.9
CC1(c2nnc(Cc3ccccc3)o2)CC(c2ccccc2Br)=NO1 (configuration not stated) | 2.8 | -0.8 | 1.1 | 2 | 4 | -0.4 | 6 | 2.8 | -0.2
Nc1cc(=O)[nH]c(SCC(=O)N2N=C(c3ccc(Cl)cc3)CC2c2ccco2)n1 (configuration not stated) | 0.8 | 13 | · | -2 | 8 | -0.2 | -1 | -1.7 | 0.5
CCN1CCN(c2ccc(S(=O)(=O)N3CCCCC3)cc2NC(=O)CC(C)c2ccccc2)CC1 (configuration not stated) | -0.9 | 0.0 | 2.1 | -1 | -5 | -1.0 | -1 | -5.8 | 0.7
O=C(CCC1CCCC1)Nc1ccc(Br)cn1 | 3.3 | -1.4 | 1.1 | 1 | 8 | -0.2 | -2 | -4.9 | ·
CN(C)C(=O)c1ccc(NC(=O)COC(=O)C2CCN(S(=O)(=O)c3ccc4c(c3)OCCO4)CC2)cc1 | -2.8 | -0.1 | 0.3 | -4 | 15 | i | 4 | -4.6 | -0.8
C[C@@H]1CCCCO[C@@H](CN(C)C(=O)CCC(F)(F)F)[C@@H](C)CN([C@H](C)CO)C(=O)c2cc(N(C)C)ccc2O1 | · | · | 0.1&-2.4&-4.4 | 0 | 12 | -0.4 | -4 | -2.1 | -9.7&-21&-11
C#CCOCCOCCOCCNc1nc(N2CCN(C(=O)Cn3cc(CCCCN)nn3)CC2)nc(N2CCN(C(=O)[C@H](C)n3cc(CCC(=O)O)nn3)CC2)n1 | · | -0.2 | -3.5 | 1 | 4 | i | 1 | -0.3 | ·
COc1ccc(NC(=O)COC(=O)c2ccc(C)c(S(=O)(=O)N3CCCCC3)c2)cc1 | 1.4 | 0.0 | 18 | 0 | 24 | 0.3 | 0 | -2.2 | 0.6

Molecules shown so far containing a cyano group:
SMILES | Mtb UGM inh | PfHsp40 rescue | BioA inh | FBA Mtb inh | Y pestis TopoI | Vc quorum ag | GDH-TPI counter | FadD28 FP inh | TcdB GH inh
CC(C)(C)c1ccc(CC(=O)N2CCC2(C)C(=O)NCCC#N)cc1 (configuration not stated) | · | · | -0.6 | -3 | 2 | i | 8 | -1.0 | -1.5
COc1ccc(OCCN2CCN(S(=O)(=O)c3ccccc3C#N)CC2)cc1 | · | 0.4 | · | -1 | -10 | 0.0 | 4 | 1.6 | 1.0
COc1cc(/C=N/NC(=O)CC#N)cc(Br)c1O | -2.0 | -0.8 | · | + | 3 | i | 15 | -0.9 | -13
